OX1R antagonist: antagonists of human orexin 1 receptor; CHO/OX1R cells, Fluo-8 calcium fluorescence, orexin A; inhibition, % at 5 µM; hit rate 0.43% among 330,000; AID 434989;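 active = inhibition above its plate's threshold, mean inhibition of all tested compounds on the plate plus 3 SD, cut at about 37% in these data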;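 also: 0% = orexin A challenge wells and 100% = SB-334867-A antagonist wells; not every result past the cut was called active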
Target sequence (O43613 whole entry, looked up): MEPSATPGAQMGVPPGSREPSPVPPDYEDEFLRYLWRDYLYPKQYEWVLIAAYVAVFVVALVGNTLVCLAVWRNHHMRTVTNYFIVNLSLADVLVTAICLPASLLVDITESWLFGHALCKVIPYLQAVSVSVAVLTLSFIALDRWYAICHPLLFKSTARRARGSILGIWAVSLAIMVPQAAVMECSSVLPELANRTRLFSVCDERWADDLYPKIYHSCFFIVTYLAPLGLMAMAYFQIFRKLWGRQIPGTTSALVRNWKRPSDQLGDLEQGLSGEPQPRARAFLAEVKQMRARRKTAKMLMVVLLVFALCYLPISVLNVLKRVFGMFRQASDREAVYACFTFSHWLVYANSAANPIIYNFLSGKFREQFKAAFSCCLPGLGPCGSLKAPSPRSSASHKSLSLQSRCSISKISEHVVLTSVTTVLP
CHT allo act: human CHT allosteric activation; CHT-expressing cells, membrane potential dye, choline EC20; hits give high values; LV-AA mutant CHT in HEK293 cells; B-score at 10 µM; AID 488977; hit rate 0.49% among 310,000;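 active = initial fluorescence not abnormally high and integrated response B-score, plate-corrected, over 3 SD above library mean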
Target sequence (Q9GZV3 whole entry, looked up): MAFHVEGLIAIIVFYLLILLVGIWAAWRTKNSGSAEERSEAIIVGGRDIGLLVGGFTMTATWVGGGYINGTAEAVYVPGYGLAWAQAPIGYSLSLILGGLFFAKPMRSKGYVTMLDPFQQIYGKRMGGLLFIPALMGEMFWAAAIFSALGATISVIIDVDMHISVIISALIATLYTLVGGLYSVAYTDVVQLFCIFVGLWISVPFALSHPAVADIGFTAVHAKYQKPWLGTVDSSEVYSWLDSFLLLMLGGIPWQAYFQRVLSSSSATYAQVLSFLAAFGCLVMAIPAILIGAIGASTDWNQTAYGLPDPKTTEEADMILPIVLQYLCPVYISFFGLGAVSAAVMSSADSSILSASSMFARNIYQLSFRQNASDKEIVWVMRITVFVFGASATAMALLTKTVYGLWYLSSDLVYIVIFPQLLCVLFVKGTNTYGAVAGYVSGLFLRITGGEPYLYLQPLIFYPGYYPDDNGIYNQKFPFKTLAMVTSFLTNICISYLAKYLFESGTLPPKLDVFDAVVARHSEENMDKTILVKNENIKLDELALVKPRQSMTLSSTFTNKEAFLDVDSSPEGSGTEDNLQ
An asterisk follows results filed as active; i = inactive; nt = not tested or not shown.

Fields – OX1R antagonist | CHT allo act
- CC(/C=N/NC(=O)c1ccc(Br)cc1)=C\c1ccccc1
    1 | i
- O=C(Nc1ccc(Cl)c([N+](=O)[O-])c1)Nc1nc2ccccc2s1
    10 | i
- O=C(Nc1ccc(Cl)cc1)c1ccc(CN2CCc3ccccc3C2)cc1
    -29 | i
- COc1ccc(-n2ncc3c(NCc4cccs4)ncnc32)cc1
    -28 | i
- CCOc1ccc(NC(=O)C2CCN(S(=O)(=O)c3cccs3)CC2)cc1
    11 | i
- COc1ccc(C(=O)Nc2ccc(N3CCOCC3)cc2)cc1S(=O)(=O)NC1CCCC1
    -3 | i
- CCOC(=O)C1=CN(Cc2ccco2)S(=O)(=O)N(CC)C1c1ccccc1 (stereo not given)
    9 | nt
- O=C(NCc1cccc(F)c1)C1CCC(=O)N(CCc2cccc(F)c2)C1 (stereo not given)
    -23 | i
- COc1ccc(OCc2ccc(C(=O)N3CCOCC3)cc2)cc1
    -29 | i
- CC(=O)Nc1cccc(NC(=O)C(F)(F)F)c1
    2 | i
- O=C(Cc1csc(-c2ccccc2)n1)NCC(=O)Nc1ccc(F)c(F)c1F
    3 | nt
- CC(=O)OCC1=C(C(=O)O)N2C(=O)C(NC(=O)C(C)Cn3nc(C)c(Cl)c3C)C2SC1 (stereo not given)
    -1 | i
- NC(=O)c1c(NC(=O)CN2C(=O)NC(Cc3ccccc3)C2=O)sc2c1CCC2 (stereo not given)
    -27 | i
- CCOc1ccc(-n2c(SCC(=O)N3CCc4ccccc43)nnc2-c2c[nH]c3ccccc23)cc1
    -12 | i
- COC(=O)c1cc(S(=O)(=O)N2CCN(c3ccccc3)CC2)c[nH]1
    0 | i
- CCCS(=O)(=O)N1CCCC(c2nc(-c3cccc(OC)c3)no2)C1 (stereo not given)
    -20 | i
- CC(NC(=O)Cc1cccs1)c1ccc2c(c1)OCO2 (stereo not given)
    -11 | i
- CCN=C1SC(CC(=O)Nc2ccc(N3CCOCC3)cc2)C(=O)N1CC (stereo not given)
    -6 | i
- Cc1c(CNC2CCCC(C)C2C)c(C(=O)O)c(C)n1Cc1ccccc1 (stereo not given)
    -10 | i
- COc1ccc(/C=N\NC(=O)c2ccccc2Cl)cc1COc1c(F)c(F)c(F)c(F)c1F
    -34 | i

3 compounds out of the list, arranged by heavy-atom count, lowest first:
Fields – OX1R antagonist | CHT allo act
- CC(NC(=O)Cc1cccs1)c1ccc2c(c1)OCO2 (stereo not given)
    -11 | i
- COC(=O)c1cc(S(=O)(=O)N2CCN(c3ccccc3)CC2)c[nH]1
    0 | i
- O=C(NCc1cccc(F)c1)C1CCC(=O)N(CCc2cccc(F)c2)C1 (stereo not given)
    -23 | i

(cont.)
Fields – OX1R antagonist | CHT allo act
- N#CC(C#N)=c1ccc2c(c1)NC1(CCCCC1)N=2
    -4 | 6.4*
- Cc1cc(C)c[n+](-c2[nH]c(=O)sc2/C=N/N=C(\N)[S-])c1
    -27 | i
- CCc1ccc(C(=O)Nc2cc(C)on2)o1
    -24 | i
- CCOC(=O)c1c(C)[nH]c(N=Nc2cccc(OC)c2)c1C
    -31 | i
- CN(C1CCCCC1)S(=O)(=O)c1ccc(SCC(=O)C(C)(C)C)nc1
    4 | nt
- CNC(=S)N(CCCO)Cc1cc2cc3c(cc2[nH]c1=O)OCO3
    -4 | i
- CN(C)S(=O)(=O)c1ccc(NC(=O)COC(=O)CC2CC3CCC2C3)cc1 (stereo not given)
    2 | i
- COCCNC(=O)COC(=O)CSCc1nc2ccccc2s1
    -7 | i
- CCOc1ccccc1NC(=O)CSc1nnc(Cc2cccn2C)n1-c1ccc(F)cc1
    -26 | i
- Cn1cc(Cl)c(C(=O)Nc2nc3ccccc3s2)n1
    -17 | i
- Cc1ccc(NC2CCCN(C(=O)c3ccnc(Cl)c3)C2)cc1C (stereo not given)
    -7 | i
- Cc1cc(NC(=O)c2cccc(Cl)c2)n[nH]1
    -6 | i
- Cc1ccc(-c2nc(C(=O)NCCCN3CCOCC3)cc3c2[nH]c2ccccc23)cc1
    -29 | i
- O=C(NCCc1ccccc1)c1cccc2c1C(=O)c1ccc(N3CCOCC3)cc1S2(=O)=O
    -3 | nt
- CCOC(=O)CN1C(=O)C(=O)N(Cc2cccc(C)c2)C1=O
    -9 | i
- CCCc1cc(=O)oc2c(C)c(OCc3nn[nH]n3)ccc12
    5 | i
- COc1ccccc1C1=CC(=O)CCC1
    -8 | i
- Cc1ccc2nc(/C=C/c3cccc(F)c3)ccc2c1
    -35 | i
- CCn1cc(C=O)c2cc(S(=O)(=O)N3CCOCC3)ccc21
    -12 | i
- CC1CCCN(C(=O)CCNS(=O)(=O)c2ccc3c(c2)c(=O)n(C)c(=O)n3C)C1 (stereo not given)
    -4 | i

Entries of single compounds, looked up by structure. Screens in order: OX1R antagonist, CHT allo act
Results for `Cc1ccc2nc(/C=C/c3cccc(F)c3)ccc2c1` = -35, i
Results for `CCOC(=O)CN1C(=O)C(=O)N(Cc2cccc(C)c2)C1=O` = -9, i

Later entries:
Fields – OX1R antagonist | CHT allo act
- COc1cc(NC(=O)c2ccc(N3CCCC3=O)cc2)cc(OC)c1
    -14 | nt
- O=C(NCc1ccccc1)C(=O)c1cn(CC(=O)N2CCOCC2)c2ccccc12
    2 | i
- Cc1onc(-c2ccccc2Cl)c1NC(=O)NCc1cccs1
    -19 | i
- FC(F)(F)c1cccc(NC(=S)NC(c2ccccc2)c2ccccc2)c1
    -3 | i
- COCCNc1c2c(nc3ccccc13)CCC2
    -8 | i
- Cn1nnnc1SCC1=C(C(=O)O)N2C(=O)C(NC(=O)Cn3nc(C(F)F)cc3C3CC3)C2SC1 (stereo not given)
    -21 | i
- COc1cccc(C(c2c(N)n(C)c(=O)n(C)c2=O)C(C)[N+](=O)[O-])c1 (stereo not given)
    2 | i
- O=C(NC1CC(=O)N(c2ccc(F)cc2)C1)C(=O)c1c[nH]c2ccccc12 (stereo not given)
    -21 | i
- CCCCC(=O)N(Cc1ccc2c(c1)OCO2)Cc1nc2ccccc2c(=O)[nH]1
    -31 | i
- O=C(Cn1nc(Cl)nc1Cl)c1ccccc1
    2 | i
- COC(=O)C1=C(C)NC2=C(C(=O)CCC2)C1c1coc2ccccc2c1=O (stereo not given)
    -22 | i
- Cc1ccc(CCNC(=O)C2CCN(S(=O)(=O)c3c(C)nn(C)c3C)CC2)cc1
    -25 | i
- Cc1cc(C)nc(N/N=C/c2ccccc2OCc2ccc([N+](=O)[O-])cc2)n1
    -38 | i
- COc1ccc(-c2nc(-c3ccc(NC(=O)c4ccncc4)cc3)no2)cc1OC
    5 | i
- COc1ccc(Oc2c(Cl)cnn(-c3ccc(Cl)c(Cl)c3)c2=O)cc1
    14 | i
- Cc1ccnc2nc(C(=O)OCC(=O)NC3CCC(C)CC3)nn12 (stereo not given)
    -21 | nt
- CCOC(=O)[C@@H]1[C@H]2COc3ccccc3[C@@H]2N2C(=O)N(c3ccc(F)cc3)C(=O)[C@@]12C
    -19 | i
- O=C(O)C(Cc1c[nH]c2ccccc12)NS(=O)(=O)c1cccc(Cl)c1Cl (stereo not given)
    -23 | i
- COc1ccc(/C=C/C(=O)Nc2ccc(C)cc2)cc1S(=O)(=O)N1CCOCC1
    -22 | i
- NC(=O)CC(c1ccccc1)c1ccc2c(c1)OCO2 (stereo not given)
    nt | i

Continuation:
Fields – OX1R antagonist | CHT allo act
- COc1ccc(CNC(=O)CN(C(=O)CCC(=O)Nc2ccccn2)c2cc(C)ccc2C)cc1
    -11 | i
- O=C(N/C(=C\c1cccc([N+](=O)[O-])c1)C(=O)N(CCO)CCO)c1ccco1
    2 | i
- C=CCn1c(SCc2ccccc2C#N)nnc1-c1ccccc1O
    -5 | i
- NC(CSC12CC3CC(CC(C3)C1)C2)C(=O)O (stereo not given)
    10 | i
- O=C(COc1ccc(Cl)cc1Br)NCC(c1ccco1)N1CCCC1 (stereo not given)
    -32 | nt
- COc1ccc(-c2nn(-c3ccccc3)cc2/C=N/Nc2ccc3ccccc3n2)cc1OC
    -16 | i
- Cn1c(SCC(=O)NNC(=O)c2ccccc2)nnc1C1CC1
    6 | i
- CCN(CC)S(=O)(=O)c1cccc(-c2n[nH]c(=S)n2/N=C/c2ccc(OC)cc2)c1
    -7 | i
- Cn1nc(-c2ccc(OCC(=O)Nc3ccccc3)cc2)c2ccccc2c1=O
    -11 | i
- O=C(NCC1CCCO1)c1cccc(NS(=O)(=O)c2ccc(Br)cc2)c1 (stereo not given)
    -29 | i
- Cn1c2ccccc2n2c(=O)c(=O)n(CC(=O)c3ccc(Cl)cc3)nc12
    -8 | i
- O=c1c(-c2ccc(Cl)cc2)[n+]([O-])c2ccccc2n1OCc1ccccn1
    -1 | i
- CC[n+]1cc(C)ccc1/C=C/c1ccc(N(C)C)cc1
    6 | i
- COc1c2ccoc2cc2oc(=O)ccc12
    -2 | nt
- CCOC(=O)N1CCN(S(=O)(=O)c2ccc(C(=O)NNc3nc4ccc(Cl)cc4s3)cc2)CC1
    -25 | i
- C=CCn1c(-c2ccc3ncccc3c2)n[nH]c1=S
    -16 | i
- Cc1cc(C)c(NC(=O)NC2CCCCC2)c(C)c1
    -1 | i
- O=C1CC(N2CCN(S(=O)(=O)c3ccccc3F)CC2)C(=O)N1c1ccc(F)cc1F (stereo not given)
    -10 | nt
- O=C(c1ccc(Cl)c(S(=O)(=O)NCc2ccco2)c1)N1CCN(c2ccc(F)cc2)CC1
    5 | i
- O=C(Nc1nc2ccsc2c(=O)s1)c1ccc(F)cc1Cl
    -1 | i

As a short view, some entries already given:
Fields – OX1R antagonist | CHT allo act
- C=CCn1c(-c2ccc3ncccc3c2)n[nH]c1=S
    -16 | i
- Cc1cc(C)c(NC(=O)NC2CCCCC2)c(C)c1
    -1 | i
- O=C1CC(N2CCN(S(=O)(=O)c3ccccc3F)CC2)C(=O)N1c1ccc(F)cc1F (stereo not given)
    -10 | nt
- O=C(c1ccc(Cl)c(S(=O)(=O)NCc2ccco2)c1)N1CCN(c2ccc(F)cc2)CC1
    5 | i

Later entries.
Fields – OX1R antagonist | CHT allo act
- O=C(NCCCCc1ccccc1)Nc1cccc(F)c1
    3 | i
- O=c1c2[nH]c3ccc(F)cc3c2ncn1CCN1CCOCC1
    -8 | i
- C=C1CCC2C(C)(C)[C@H](O)CC[C@@]2(C)[C@@H]1COc1cc(=O)oc2ccccc12 (stereo not given in full)
    -38 | i
- CC(NCc1ccc(F)cc1)C(=O)Nc1cc(S(=O)(=O)N2CCCCC2)ccc1Cl (stereo not given)
    -42 | i
- N#Cc1cn(OCc2ccccc2)c(=O)[nH]c1=O
    6 | i
- O=C(CCCN1C(=O)C2CC=CCC2C1=O)Nc1ccccc1Cl (stereo not given)
    -14 | i
- Cc1ccsc1C(=O)OCC(=O)N1CCN(c2ccccc2)CC1
    -15 | nt
- Cc1c(N=Cc2ccc(Cl)o2)c(=O)n(-c2ccccc2)n1C
    -4 | i
- C=CCc1c(C)nc(-c2ccccc2)nc1N/N=C(\C)c1ccc(N)cc1
    -32 | i
- CCC(C(=O)Nc1cc(C)on1)c1ccccc1 (stereo not given)
    -10 | i
- COc1ccc(N2CC(C(=O)Nc3nnc(SCC(=O)NC(C)(C)C)s3)CC2=O)cc1 (stereo not given)
    -2 | i
- Cc1ccc(NC(=O)CSc2nc(C)c(C)c(C)n2)c([N+](=O)[O-])c1
    -8 | i
- COC(=O)c1ccc(C2/C(=C(\O)c3ccc4c(c3)OCCO4)C(=O)C(=O)N2c2nnc(C)s2)cc1 (stereo not given)
    -17 | i
- CCCN1CCN(C(=O)CN2C(=O)CC(C)(C)S(=O)(=O)c3ccccc32)CC1
    4 | i
- COc1ccc(-c2csc(NC3OC(=O)c4c3ccc(OC)c4OC)n2)cc1OC (stereo not given)
    -12 | i
- Cc1cc(C(=O)C(C)Cl)c(C)n1Cc1ccco1 (stereo not given)
    -18 | i
- O=C(NCC(=O)N1CCN(c2ncccn2)CC1)c1ccc(F)cc1
    -10 | nt
- OC(CNCC1CCCO1)COc1ccc(OCC(O)CNCC2CCCO2)cc1 (stereo not given)
    -6 | i
- CCN(CC)C(=O)c1cnn(-c2ccccc2)c1NC(=O)c1ccccc1F
    -17 | i
- CCOC(=O)C(=NC(C)CC)NNc1cccc(C(F)(F)F)c1 (stereo not given)
    -19 | i

Later entries:
Fields – OX1R antagonist | CHT allo act
- CCN1CCn2c3c(c4cccc(C)c42)CCCC31 (stereo not given)
    -20 | i
- O=C(Nc1nccs1)NC(C(F)(F)F)C(F)(F)F
    5 | i
- CCCNC(=O)c1ccc(Cn2c(=S)[nH]c3c([nH]c4ccc(OC)cc43)c2=O)cc1
    5 | i
- C#CCOCCOCCOCCNc1nc(N2CCN(C(=O)CCCCCCCCCCNC(=O)[C@@H](CCSC)n3cc(CCO)nn3)CC2)nc(N2CCN(C(=O)CCCCCCCCCCNC(=O)[C@H](CO)n3cc(CCCCCN)nn3)CC2)n1
    -10 | i
- Cc1ccc(F)c(CNC(=O)C2CCC(=O)N(CCN3CCOCC3)C2)c1F (stereo not given)
    -14 | i
- Cc1ccc(-c2nc(CS(=O)(=O)CC(=O)NCc3ccc4c(c3)OCO4)c(C)o2)cc1
    -42 | i
- O=C(Cc1c(O)c2ccccc2[nH]c1=O)OC1CCCCC1
    2 | i
- CCOC(=O)c1c(NC(=O)c2cccs2)sc2c1CC(C)(C)OC2
    -29 | i
- COc1ccc(N2CCN(C(=O)c3ccc(N4CCCCS4(=O)=O)cc3)CC2)cc1
    2 | i
- CC(C)=CCN1CCN(Cc2ccc(Sc3nncn3C)o2)CC1CCO (stereo not given)
    -4 | i
- Cn1cc(C(=O)c2ccc(F)cc2)cc1-c1nc2ccccc2n1C
    -17 | i
- C=CCn1c(Cc2ccccc2)nc2c(cnn2-c2ccccc2)c1=O
    6 | i
- Cc1csc(NC(=O)CSc2ncc(-c3ccccc3)[nH]2)n1
    -10 | i
- COC(=O)c1c(NC(=O)COC(=O)CCS(=O)(=O)c2ccc(C)cc2)sc(C)c1C
    -10 | i
- COC(=O)c1ccc(NS(=O)(=O)c2cc(-c3cc(C)no3)ccc2OC)cc1
    14 | i
- COc1ccc(N2CC(C(=O)Nc3ccc(S(=O)(=O)N4CCCCC4)cc3)CC2=O)cc1 (stereo not given)
    -15 | i

From PubChem BioAssay
